# Source: PubChem (several laboratories)
# Wnt bcat act: activators of Wnt/beta-catenin signaling. Wnt/beta-catenin reporter cell assay, activator, plate reader. activation, % at 9.35 µM. actives 1.2% (n = 300,000); in the data active means activation above about 30%, passing the limit was not always enough;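 further: 0% = neutral control wells and 100% = positive control wells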
# V-ATPase pHluor: alters yeast V-ATPase proton transport; S. cerevisiae, pHLuorin cytosolic pH fluorescence; response, % at 10 µM; actives 0.37% (n = 350,000); AID 504577; in the data active means response mostly above about 7.3%, no sharp cut-off; inactive means mostly below about 5.4%; further: actives read high; inactives centre near 0; some compounds called inactive have numbers as strong as hits; reference of the scale not given here
# The depositor's hits bear a star.
# Second line of a record – Wnt bcat act, V-ATPase pHluor
CCN(CC)C(=O)C1=C(C)N(CCCOC)C(=O)C(CC(=O)NC2CCCC2)C1 (configuration not stated)
    -1, 1
C[C@H](O)[C@@H]1C(=O)N2CCc3ccc(-c4ccccc4)cc3[C@@H]2C[C@@H]1N(C)C(=S)Nc1ccc(F)cc1
    -1, -2
COc1cccc(NC(=O)N(C)C[C@H]2Oc3ncc(Br)cc3C(=O)N([C@H](C)CO)C[C@H]2C)c1
    -1, 1
C[C@@H]1CNC(=O)c2c(C(=O)NCC(=O)OC(C)(C)C)ncn21
    -2, 1
CC(C)OC(=O)N(C)C[C@@H]1OCc2cnnn2CCCC(=O)N([C@H](C)CO)C[C@H]1C
    0, -1
CCN(CC)C(=O)C1=C(C)N(CCCOC)C(=O)C(CC(=O)NCCN2CCOCC2)C1 (configuration not stated)
    -1, -1
CC1=C(C(=O)N(C)C)CC(CC(=O)NC2CC2)C(=O)N1Cc1ccccc1 (configuration not stated)
    -2, 1
COc1cc2nc3n(c(=O)c2cc1OC)-c1cc2ccccc2cc1C(=O)NC3CC(C)C (configuration not stated)
    -2, 2
C[C@H](CO)N1C[C@H](C)[C@H](CN(C)C(=O)C2CC2)OCc2cnnn2CCCC1=O
    0, 2
C#CCN(C[C@H]1[C@H](OC(=O)NC2CCCC2)[C@H](OC(=O)NC2CCCC2)C[C@@H](C(=O)OC)[C@H]1C(=O)OC)S(=O)(=O)c1ccc(C)cc1
    -1, 1
Cc1ccc([C@H]2C[C@@H](O)[C@H](n3cc(C4CC4)nn3)CN2CC2CCCCC2)cc1
    -1, 2
C[C@H](NC(=O)c1ncn2c1C(=O)NC[C@@H]2C)c1ccccc1
    -3, 3
C[C@H](CO)N1C[C@H](C)[C@@H](CN(C)C(=O)CN2CCOCC2)Oc2cc(Br)ccc2S1(=O)=O
    -1, 1
CN1CCn2cnc(C(=O)Nc3ccc(CNC(=O)OC(C)(C)C)cc3)c2C1=O
    -1, -1
CC(C)NC(=O)Nc1ccc2c(c1)C(=O)N([C@@H](C)CO)C[C@@H](C)[C@H](CN(C)Cc1ccccc1)OCCCC[C@H](C)O2
    -1, 1
COc1cc(N(CCCn2cnc3c(SC)ncnc32)CCCn2cnc3c(SC)ncnc32)cc(OC)c1OC
    -2, 0
C[C@H](CO)N1C[C@H](C)[C@H](CN(C)C(=O)c2ccc(N3CCN(C)CC3)cc2)OCc2cnnn2CCCC1=O
    -1, -1
C[C@H]1CN([C@@H](C)CO)S(=O)(=O)c2ccc(Br)cc2O[C@H]1CN(C)S(=O)(=O)c1ccccc1
    -2, 1
Clc1ccc(-c2nc3c4ccccc4ccn3c2Cc2ccccc2)cc1
    -1, 1
C[C@@H]1CN([C@@H](C)CO)C(=O)CCCn2nncc2CO[C@H]1CN(C)Cc1ccccc1
    9, 2
C[C@H]1CN([C@@H](C)CO)C(=O)c2cc(C#Cc3ccccn3)cnc2O[C@@H]1CN(C)Cc1ccccc1
    -1, -1
CCCNC(=O)N(C)C[C@@H]1Oc2ncc(Br)cc2C(=O)N([C@H](C)CO)C[C@@H]1C
    -2, 0
COc1ccc(-c2ccc3c(c2)O[C@@H](CN(C)C(=O)c2ccccc2F)[C@@H](C)CN([C@@H](C)CO)S3(=O)=O)cc1
    0, -3
CC(C)(C)S(=O)N1Cc2cc(CO)ccc2[C@H]1CCO (some centres not stated)
    -1, 1
O=c1c2ccccc2sn1-c1ccccc1F
    -1, 0
C[C@H](CO)N1C[C@H](C)[C@@H](CN(C)C(=O)CN2CCOCC2)Oc2ncc(-c3cncnc3)cc2C1=O
    -1, -2
COc1ccc(NC(=O)N(C)C[C@H]2OCc3cnnn3CCCC(=O)N([C@@H](C)CO)C[C@H]2C)cc1
    -3, 2
Cc1cn([C@H]2C[C@H](O)[C@@H](CNCC3=Cc4cc(O)ccc4OC3)O2)c(=O)[nH]c1=O
    -1, 1
COc1ccc(NC(=O)N(C)C[C@H]2OCc3cn(nn3)CCCC(=O)N([C@@H](C)CO)C[C@@H]2C)cc1
    1, 4
C#CCN(C[C@H]1[C@H](OC(=O)NCCCCCC)[C@H](OC(=O)NCCCCCC)C[C@@H](C(=O)OC)[C@H]1C(=O)OC)S(=O)(=O)c1ccc(C)cc1
    -3, 0
C[C@H]1CN([C@@H](C)CO)C(=O)CCCn2cc(nn2)CO[C@@H]1CN(C)S(=O)(=O)c1cccc(F)c1
    -2, -4
COc1ccccc1NC(=O)N(C)C[C@H]1Oc2ncc(Br)cc2C(=O)N([C@H](C)CO)C[C@H]1C
    0, -1
COc1ccc(NC(=O)C[C@H]2C(=O)N(c3ccccc3)C[C@@H]2Cc2ccccc2)cc1
    -1, -1
COc1ccc(CN2C(=O)C(CC(=O)NCC3CCCCC3)CC(C(=O)N(C)C)=C2C)cc1 (configuration not stated)
    -2, 0
COc1ccc([C@H]2C[C@H](O)[C@@H](n3cc(C4CC4)nn3)CN2Cc2cccs2)cc1
    -1, 1
CC(C)CC1C(=O)N(Cc2cn(CCC3OCCO3)nn2)CCS(=O)(=O)N1Cc1ccc(-c2ccc(F)nc2)cc1 (configuration not stated)
    -2, 2
C[C@H](CO)N1C[C@H](C)[C@@H](CN(C)C(=O)c2ccccn2)Oc2cc(Br)ccc2S1(=O)=O
    -1, -2
C[C@H](NC(=O)c1[nH]cnc1C(=O)Nc1ccccc1F)c1ccccc1
    -1, -1
CCCCCCN1C[C@@H](n2cc(COC(=O)c3ccccc3)nn2)[C@H](O)C[C@@H]1c1ccc(C)cc1
    -2, -1
COC(=O)C[C@H]1C[C@H]2c3cc(NS(=O)(=O)c4cccc(OC)c4)ccc3O[C@H]2[C@@H](CO)O1
    0, 1

# Record cards, from the list above.
# C[C@H](CO)N1C[C@H](C)[C@H](CN(C)C(=O)C2CC2)OCc2cnnn2CCCC1=O is listed as Wnt bcat act: 0; V-ATPase pHluor: 2
# COc1ccccc1NC(=O)N(C)C[C@H]1Oc2ncc(Br)cc2C(=O)N([C@H](C)CO)C[C@H]1C is listed as Wnt bcat act: 0; V-ATPase pHluor: -1

# (listing goes on)
# Second line of a record – Wnt bcat act, V-ATPase pHluor
CCN(CC)C(=O)C1=C(C)N(Cc2ccccc2)C(=O)C(CC(=O)NCc2ccco2)C1 (configuration not stated)
    -2, 0
C[C@H](CO)N1C[C@H](C)[C@@H](CN(C)S(=O)(=O)c2cn(C)cn2)OCc2cn(nn2)CCCC1=O
    -1, -3
Cc1ccccc1-c1ccc2c(c1)O[C@@H](CN(C)C(=O)Nc1ccc(C(F)(F)F)cc1)[C@H](C)CN([C@@H](C)CO)S2(=O)=O
    -3, 2
C[C@H](CO)N1C[C@H](C)[C@H](CN(C)C(=O)Cc2ccncc2)Oc2ncc(Br)cc2C1=O
    -1, -1
C[C@@H]1CN([C@H](C)CO)C(=O)CCCn2nncc2CO[C@H]1CN(C)S(=O)(=O)c1ccccc1
    -1, 3
COCCNC(=S)N1CCC2CC1c1c(Cl)cccc12 (configuration not stated)
    -2, 3
Cc1cccc(-c2ccc3[nH]c4c(c3c2)CCN2C[C@@H]([C@H](C)O)[C@@H](N(C)C(=O)Nc3ccc(F)cc3)C[C@@H]42)c1
    -1, -2
CCCCN1C(=O)C(CC(=O)NC2CCCCC2)CC(C(=O)N(CC)CC)=C1C (configuration not stated)
    -1, -1
C[C@@H]1CN([C@@H](C)CO)C(=O)CCCn2nncc2CO[C@@H]1CN(C)C(=O)Nc1ccc(C(F)(F)F)cc1
    -1, 6
O=C1NC(Cc2ccccc2)c2nc3ccccc3c(=O)n2-c2ncccc21 (configuration not stated)
    3, 3
C[C@H]1CN(C2CCCCC2)C(=O)[C@@H]1CC(=O)Nc1ccc(Br)cc1
    -1, 1
COCOCCn1cc(CN2CCS(=O)(=O)N(Cc3ccc(-c4cccc(CO)c4)cc3)C(C)C2=O)nn1 (configuration not stated)
    -2, 4
C[C@@H]1CN([C@@H](C)CO)C(=O)CCCn2nncc2CO[C@H]1CN(C)S(=O)(=O)c1ccccc1F
    0, -1
O=c1c2ccccc2sn1-c1ccc(Cl)cc1
    1, 0
Cc1cc(C)c2c(=O)n(CC(=O)N3CCN(c4ccccc4)CC3)ccc2n1
    0, -2
CN(CCO)C(=O)c1nc[nH]c1C(=O)N1CCN(C(=O)OC(C)(C)C)CC1
    -3, -1
COc1ccc(S(=O)(=O)N(C)C[C@@H]2OCCCC[C@H](C)Oc3ccc(NC(=O)Nc4ccc(C(F)(F)F)cc4)cc3C(=O)N([C@H](C)CO)C[C@H]2C)cc1
    -8, -2
O=C(Nc1ccc2c(c1)[C@H]1C[C@@H](CC(=O)N3CCOCC3)O[C@@H](CO)[C@H]1O2)C1CCOCC1
    0, -2
CCN1C(=O)[C@H]2[C@@H](c3ccc(OC)cc3)N[C@]3(CCCN(Cc4ccc(F)cc4)C3=O)[C@H]2C1=O
    -1, 5
C[C@H]1CN([C@@H](C)CO)C(=O)CCCn2cc(nn2)CO[C@@H]1CN(C)C(=O)Nc1ccc(N2CCN(C)CC2)cc1
    0, 0

# Four compounds out of the list above, ordered by the number in V-ATPase pHluor, high to low.
# Second line of a record – Wnt bcat act, V-ATPase pHluor
COc1ccc(NC(=O)N(C)C[C@H]2OCc3cn(nn3)CCCC(=O)N([C@@H](C)CO)C[C@@H]2C)cc1
    1, 4
C[C@H]1CN(C2CCCCC2)C(=O)[C@@H]1CC(=O)Nc1ccc(Br)cc1
    -1, 1
CCCNC(=O)N(C)C[C@@H]1Oc2ncc(Br)cc2C(=O)N([C@H](C)CO)C[C@@H]1C
    -2, 0
C[C@H](CO)N1C[C@H](C)[C@@H](CN(C)C(=O)c2ccccn2)Oc2cc(Br)ccc2S1(=O)=O
    -1, -2

# At a glance, some entries already given.
# Second line of a record – Wnt bcat act, V-ATPase pHluor
C[C@H](CO)N1C[C@H](C)[C@@H](CN(C)S(=O)(=O)c2cn(C)cn2)OCc2cn(nn2)CCCC1=O
    -1, -3
Cc1ccccc1-c1ccc2c(c1)O[C@@H](CN(C)C(=O)Nc1ccc(C(F)(F)F)cc1)[C@H](C)CN([C@@H](C)CO)S2(=O)=O
    -3, 2

# Next entries
# Second line of a record – Wnt bcat act, V-ATPase pHluor
C[C@H]1CCCCO[C@H](CN(C)C(=O)Nc2ccc(F)cc2)[C@@H](C)CN([C@@H](C)CO)C(=O)c2cc(NC(=O)Nc3ccc4c(c3)OCO4)ccc2O1
    1, -1
C[C@@H]1CN([C@@H](C)CO)C(=O)CCCn2cc(nn2)CO[C@H]1CN(C)S(=O)(=O)c1ccc(Cl)cc1
    -1, -2
C[C@@H]1CCCCO[C@H](CN(C)C(=O)Cc2ccccc2)[C@@H](C)CN([C@H](C)CO)C(=O)c2cc(NC(=O)Nc3ccccc3)ccc2O1
    -2, 4
C[C@H](CO)N1C[C@H](C)[C@@H](CN(C)S(=O)(=O)c2ccc(F)cc2)OCc2cnnn2CCCC1=O
    -2, 0
CCCC#Cc1ccc2c(c1)O[C@H](CN(C)S(=O)(=O)c1cccc(OC)c1)[C@H](C)CN([C@H](C)CO)S2(=O)=O
    -2, -3
CC(C)(C)OC(=O)N1CCN(C(=O)c2[nH]cnc2C(=O)Nc2ccccc2F)CC1
    -1, -1
COc1ccc(NC(=O)N(C)C[C@@H]2Oc3cc(Br)ccc3S(=O)(=O)N([C@H](C)CO)C[C@H]2C)cc1
    -1, -1
CC(C)NC(=O)Nc1ccc2c(c1)C(=O)N([C@H](C)CO)C[C@H](C)[C@@H](CN(C)S(=O)(=O)c1ccccc1)OCCCC[C@@H](C)O2
    -1, 1
CC1NC(=O)c2cc3ccccc3cc2-n2c1nc1cc(F)ccc1c2=O (configuration not stated)
    -5, 1
C[C@@H]1CN([C@@H](C)CO)C(=O)CCCn2nncc2CO[C@@H]1CN(C)C(=O)OCc1ccccc1
    -3, 2
C[C@@H]1CN([C@@H](C)CO)C(=O)CCCn2nncc2CO[C@@H]1CN(C)S(=O)(=O)c1ccc(Oc2ccccc2)nc1
    -2, -1
C[C@@H]1CN([C@@H](C)CO)C(=O)c2cc(Br)cnc2O[C@H]1CN(C)C(=O)C1CCCCC1
    -2, -2
Cc1noc(C)c1S(=O)(=O)Nc1ccc2c(c1)C(=O)N([C@@H](C)CO)C[C@H](C)[C@@H](CN(C)Cc1ccc(C(F)(F)F)cc1)OCCCC[C@H](C)O2
    -3, -2
Nc1ccn(CCCNCC(c2ccccc2)c2ccccc2)c(=O)n1
    -1, -1
C#CCN(C[C@H]1[C@H](OC(=O)NCc2ccccc2F)[C@H](OC(=O)NCc2ccccc2F)C[C@@H](C(=O)OC)[C@H]1C(=O)OC)S(=O)(=O)c1ccc(C)cc1
    -3, 3
C[C@H]1CN([C@@H](C)CO)S(=O)(=O)c2ccc(/C=C/c3ccccc3)cc2O[C@H]1CN(C)C(=O)NC1CCCCC1
    -4, -3
CSc1ncnc2c1ncn2CCCN1CCN(Cc2cccc3ccccc23)CC1
    -1, 1
C[C@H]1Cn2cnc(C(=O)NCC(=O)OC(C)(C)C)c2C(=O)N1
    -3, -2
C[C@@H]1CN([C@@H](C)CO)C(=O)c2cc(C#Cc3cccc(F)c3)cnc2O[C@H]1CN(C)C(=O)C1CCCCC1
    -1, -1
C[C@@H]1CN([C@@H](C)CO)C(=O)c2cc(Br)cnc2O[C@@H]1CN(C)Cc1ccc(Oc2ccccc2)cc1
    -2, -2
C[C@@H]1CN([C@@H](C)CO)S(=O)(=O)c2ccc(Br)cc2O[C@H]1CN(C)C(=O)Nc1ccc2c(c1)OCO2
    -1, -2
CC(C)C1C(=O)N(Cc2cn(CCC3OCCCO3)nn2)CCS(=O)(=O)N1Cc1ccc(-c2cccc(CO)c2)cc1 (configuration not stated)
    -2, 1

# This is a subset, so the mix of outcomes need not match the whole.
